Assay outcomes (PubChem BioAssay)
mIAP act: mouse IAP activation. muIAP, CDP-Star luminescence, 30 min; active compounds read high; 1 = vehicle-only enzyme signal, 0 = enzyme-free wells. activation factor at 10 µM. 0.24% of 330,000 active;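 active means activation factor of at least 2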; further: the source names both 10 and 20 µM as test concentration; values of inactives mirror those of a sister screen read the other way
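System: Mouse IAP enzyme | Also added: CDP-Star substrate | Dosing: Compounds dispensed in DMSO | Schedule: 30 min enzyme-substrate-compound incubation at room temperature | Technique: Chemiluminescence readout | Control set: DMSO-only wells and no-enzyme negative control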
ATG4B inh: ATG4B (human) cysteine protease inhibition. AID 504462. 0.51% of 340,000 active. ATG4B cleavage of LC3-PLA2, NBD-HPC fluorescence, 1 h. inhibition, % at 8.33 µM; in the data active means inhibition above about 40%
HKDC1 inhibitor: inhibitors of human hexokinase HKDC1; recombinant HKDC1, G6PDH/diaphorase resazurin coupled fluorescence; inhibition, % at 20 µM; 0.16% of 340,000 active; AID 493160;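 active means inhibition above about 35% when tested at 20 µM, limit read from the data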;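 further: plate controls were DMSO wells with enzyme for no effect and DMSO wells lacking enzyme for full effect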
Target sequence (Q2TB90 whole entry, looked up): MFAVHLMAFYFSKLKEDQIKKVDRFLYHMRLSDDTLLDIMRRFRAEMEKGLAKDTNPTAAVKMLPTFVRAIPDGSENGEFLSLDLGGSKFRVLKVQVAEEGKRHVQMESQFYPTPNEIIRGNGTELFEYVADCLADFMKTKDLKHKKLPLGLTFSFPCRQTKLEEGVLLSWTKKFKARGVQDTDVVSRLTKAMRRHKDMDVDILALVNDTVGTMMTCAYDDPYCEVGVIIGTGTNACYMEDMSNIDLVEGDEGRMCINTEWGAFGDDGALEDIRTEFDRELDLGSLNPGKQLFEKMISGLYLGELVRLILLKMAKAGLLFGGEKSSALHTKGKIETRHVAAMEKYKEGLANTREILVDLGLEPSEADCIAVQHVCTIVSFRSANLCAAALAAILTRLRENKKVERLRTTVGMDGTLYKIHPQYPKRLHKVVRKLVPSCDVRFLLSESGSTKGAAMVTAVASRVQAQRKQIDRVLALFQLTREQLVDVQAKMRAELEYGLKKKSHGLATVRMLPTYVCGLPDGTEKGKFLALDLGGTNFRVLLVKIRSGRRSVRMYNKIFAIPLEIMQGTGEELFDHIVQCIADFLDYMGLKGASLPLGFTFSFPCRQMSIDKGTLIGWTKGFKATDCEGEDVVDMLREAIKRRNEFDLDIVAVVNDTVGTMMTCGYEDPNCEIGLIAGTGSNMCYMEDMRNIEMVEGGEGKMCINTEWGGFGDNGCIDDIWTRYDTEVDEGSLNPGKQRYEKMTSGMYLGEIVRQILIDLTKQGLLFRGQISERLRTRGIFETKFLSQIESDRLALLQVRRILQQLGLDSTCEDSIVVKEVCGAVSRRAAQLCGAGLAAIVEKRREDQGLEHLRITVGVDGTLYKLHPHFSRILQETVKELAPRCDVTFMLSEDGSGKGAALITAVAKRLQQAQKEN
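test system = in-house recombinant HK5 (HKDC1) enzyme | amount = HKDC1 at 5 µg/mL | control set = DMSO-enzyme wells negative, buffer-substituted wells positive | compound = one dose of 20 µM, 1% DMSO | schedule = reaction time 90 min, room temperature, protected from light | technique = resorufin fluorescence at 613 nm | reagent = glucose with 1 mM ATP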
mIAP block: mouse IAP inhibition. purified mouse IAP, CDP-Star luminescence, 30 min. inhibition, % at 10 µM. 0.2% of 330,000 active;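 active means inhibition of at least 40% at 10 µM in the primary screen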;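 further: plate controls were DMSO with enzyme for no effect and no enzyme wells for full effect; values of inactives mirror those of a sister screen read the other way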
hIAP act: human IAP activation. P09923. purified human IAP, CDP-Star luminescence, 30 min; active compounds read high; 1 = vehicle-only enzyme, 0 = enzyme-free background. activation factor at 10 µM. 0.16% of 330,000 active;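 active means activation factor of the enzyme at least 2-fold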; further: the source names both 10 and 20 µM as test concentration; values of inactives mirror those of a sister screen read the other way
hIAP inh: blocks human intestinal alkaline phosphatase | 0.12% of 330,000 active | AID 2544 | purified IAP, CDP-Star luminescence, 30 min | inhibition, % at 10 µM | P09923;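 active means inhibition reaching a set limit with compound at 10 µM in the primary screen, cut at about 35% in these data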;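 further: plate controls were DMSO wells with enzyme for no effect and no-enzyme buffer wells for full effect; values of inactives mirror those of a sister screen read the other way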
A3A deaminase: inhibitors of human APOBEC3A DNA deaminase; P31941; recombinant A3A, FAM/TAMRA ssDNA deamination fluorescence; inhibition, % at 20 µM; 0.41% of 330,000 active; AID 493011;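 active means at least 40% inhibition at 20 µM here, with at most 30% in a related deaminase screen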;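 further: plate controls were A3A with DMSO for no effect and wells lacking A3A enzyme for full effect; some results filed as inactive read as strong as hits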
PfG6PD inh: PfG6PD (Plasmodium falciparum) enzyme inhibition. PfGluPho enzyme, NADPH resazurin-diaphorase fluorescence. inhibition, % at 20 µM. 0.78% of 350,000 active;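 active means inhibition reaching at least a set limit at 20 µM in the primary screen, cut at about 59% in these data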;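 further: 0% = DMSO wells with substrate and 100% = DMSO wells lacking glucose-6-phosphate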
An asterisk follows results filed as active; . = no result given. An unsorted share of the library; about 2.4% have a hit in one of these screens.

mIAP act	ATG4B inh	HKDC1 inhibitor	mIAP block	hIAP act	hIAP inh	A3A deaminase	PfG6PD inh	structure
0.94	-11	-5	6	1	-1	-2	-28	CCC(=O)n1nc(-c2ccccc2)nc1N
0.97	3	0	3	1	-3	-3	-28	Cc1nn(C)cc1C1C(C#N)=C(N)N(c2ccc(F)c([N+](=O)[O-])c2)C2=C1C(=O)CCC2 (configuration not stated)
0.94	3	-2	6	1.1	-10	-7	-6	O=c1cc2c(nn1Cc1ccc(Cl)cc1Cl)-c1ccccc1CC2
1	-3	-4	0	1.2	-23	1	-14	COC(=O)Cn1cc(C(=O)C2CC2)c2ccccc21
1	-9	-1	-2	0.88	12	-1	-5	COc1cccc(NC(=O)CSc2nncn2-c2ccccn2)c1
0.93	.	.	8	0.97	3	-1	.	CN(C)CCCN(C(=O)c1ccc2c(c1)OCCO2)c1nc2ccc(Cl)cc2s1
1	-3	-1	-4	1	-3	2	-17	COCCN(CCOC)C(=O)c1sc2nc(-c3ccccc3)cn2c1C
0.89	1	-3	11	1.6	-65	1	-24	CCCCCC(=O)NNC(=S)NC(=O)c1ccccc1[N+](=O)[O-]
0.98	-1	-2	2	1.1	-11	-2	7	CC1Cc2ccccc2N1S(=O)(=O)c1cnc[nH]1 (configuration not stated)
0.95	-7	22	5	0.92	8	0	-1	COc1ccc(OC)c2[nH]c(=O)c(CCNS(=O)(=O)c3ccc(F)cc3)cc12
0.91	9	-2	9	0.89	11	-3	-7	COc1ccc(N(CC(=O)N2CCN(c3ccc(F)cc3)CC2)S(=O)(=O)c2c(C)noc2C)cc1
0.87	23	3	13	0.99	1	4	-42	Cc1ccc(C(=O)Nc2ccccc2C(=O)O)cc1S(=O)(=O)Nc1ccc(Br)cc1
0.92	-9	2	8	0.84	16	1	15	CC(C)C1N=C2c3ccccc3N=C(SCC(=O)NCCc3ccc(S(N)(=O)=O)cc3)N2C1=O (configuration not stated)
1	13	-5	-3	1.1	-11	1	1	CCC(C)NCCCOc1c(C)cc(C)cc1Br (configuration not stated)
1	-6	0	-4	1.1	-15	-2	4	O=C(Nc1ccc2oc(-c3ccc(Cl)c(Cl)c3)nc2c1)c1ncn[nH]1
1	-3	2	-2	1.2	-18	2	-13	CCOC(=O)[C@H]1[C@H]2COc3ccc(OC)cc3[C@H]2N2C(=O)CNC(=O)[C@@]12C
0.94	-1	1	6	0.88	12	-4	34	C=CCc1c(OC)ccc2c1c(S(=O)(=O)c1ccc(C)cc1)cn2COC
1.2	10	5	-18	0.95	5	-2	-7	COc1cccc(C=Nc2ccccc2C(=O)Nc2nccs2)c1OC
0.99	-1	-13	1	1.1	-6	-1	-28	O=C(Nc1cccc(-c2nc3ccccc3o2)c1)c1ccc(N2C(=O)C3C4C=CC(C4)C3C2=O)cc1 (configuration not stated)
1	-6	-4	0	1.1	-8	-5	-2	COc1ccc(CN2CCN(C(=O)c3ccc(S(=O)(=O)NCc4ccco4)cc3)CC2)cc1F

Sorted by length of the SMILES (high to low): part of the list above
mIAP act	ATG4B inh	HKDC1 inhibitor	mIAP block	hIAP act	hIAP inh	A3A deaminase	PfG6PD inh	structure
0.97	3	0	3	1	-3	-3	-28	Cc1nn(C)cc1C1C(C#N)=C(N)N(c2ccc(F)c([N+](=O)[O-])c2)C2=C1C(=O)CCC2 (configuration not stated)
0.99	-1	-13	1	1.1	-6	-1	-28	O=C(Nc1cccc(-c2nc3ccccc3o2)c1)c1ccc(N2C(=O)C3C4C=CC(C4)C3C2=O)cc1 (configuration not stated)
0.91	9	-2	9	0.89	11	-3	-7	COc1ccc(N(CC(=O)N2CCN(c3ccc(F)cc3)CC2)S(=O)(=O)c2c(C)noc2C)cc1
0.92	-9	2	8	0.84	16	1	15	CC(C)C1N=C2c3ccccc3N=C(SCC(=O)NCCc3ccc(S(N)(=O)=O)cc3)N2C1=O (configuration not stated)
1	-6	-4	0	1.1	-8	-5	-2	COc1ccc(CN2CCN(C(=O)c3ccc(S(=O)(=O)NCc4ccco4)cc3)CC2)cc1F
0.95	-7	22	5	0.92	8	0	-1	COc1ccc(OC)c2[nH]c(=O)c(CCNS(=O)(=O)c3ccc(F)cc3)cc12
0.94	3	-2	6	1.1	-10	-7	-6	O=c1cc2c(nn1Cc1ccc(Cl)cc1Cl)-c1ccccc1CC2
1.2	10	5	-18	0.95	5	-2	-7	COc1cccc(C=Nc2ccccc2C(=O)Nc2nccs2)c1OC
1	-9	-1	-2	0.88	12	-1	-5	COc1cccc(NC(=O)CSc2nncn2-c2ccccn2)c1
1	-3	-4	0	1.2	-23	1	-14	COC(=O)Cn1cc(C(=O)C2CC2)c2ccccc21

Returning to the listing, starting two compounds before the break.
mIAP act	ATG4B inh	HKDC1 inhibitor	mIAP block	hIAP act	hIAP inh	A3A deaminase	PfG6PD inh	structure
0.99	-1	-13	1	1.1	-6	-1	-28	O=C(Nc1cccc(-c2nc3ccccc3o2)c1)c1ccc(N2C(=O)C3C4C=CC(C4)C3C2=O)cc1 (configuration not stated)
1	-6	-4	0	1.1	-8	-5	-2	COc1ccc(CN2CCN(C(=O)c3ccc(S(=O)(=O)NCc4ccco4)cc3)CC2)cc1F
1	-11	-3	-4	0.88	12	-2	-10	Cc1nc2ccc(NS(=O)(=O)c3ccc(F)cc3F)cc2s1
1	3	-3	0	1	-4	-1	9	Cc1ccc(S(=O)(=O)NC(C)(C)CN2CCC(Cc3ccccc3)CC2)cc1
1	5	-4	-4	1.8	-84	6	-14	CCNC(=S)NNC(=O)Cc1ccccc1
1.1	5	6	-5	0.94	6	3	0	Cc1ccc(N(Cc2ccccc2)C(=O)c2cc(S(=O)(=O)N3CCOCC3)ccc2N2CCCC2)cc1
0.82	4	22	18	0.99	1	86	14	CC1CCCN(Cc2c(O)ccc3c2O/C(=C\c2ccco2)C3=O)C1 (configuration not stated)
0.95	8	-1	4	1.1	-11	-2	-16	COc1cccc(NC(=O)CN(C)C(=O)c2ccc(S(=O)(=O)Nc3ccccc3F)cc2)c1
1	8	-5	-1	0.9	10	1	-3	COC(=O)Cc1c(O)ccn(Cc2ccc(OC)c(OC)c2)c1=O
0.96	-3	-7	4	1.2	-25	3	35	Cc1ccc(C)c(-n2c(-c3csc(C)c3)n[nH]c2=S)c1
0.89	-2	6	11	1	-2	-5	67*	Cc1ccc2cccc(S(=O)(=O)N3CCCc4ccccc43)c2n1
0.96	-4	-1	4	1	-3	-1	16	COc1ccc(S(=O)(=O)n2nc(-c3ccc(Cl)cc3)cc2N)cc1OC
